West Nile virus CPE = West Nile virus antiviral activity, cell-based, CPE readout (AID 1621) | one-dose CPE inhibition, % at 10 µM; IC50 in µM for titrated hits | West Nile virus-infected cells, CPE inhibition; higher % means a stronger effect | actives 0.02% (n = 290,000); in the data active = a potency from the dose series; note: strong numbers were not always called active
GPR35 antagonists = GPR35 antagonists blocking zaprinast-driven arrestin recruitment, primary screen, imaging, U2OS, beta-arrestin-GFP, zaprinast agonist (AID 2058). actives 0.052% (n = 290,000). inhibition, % at 10 µM, or IC50 in µM where a hit was titrated. U2OS GPR35 beta-arrestin-GFP translocation imaging, zaprinast antagonism; higher % means a stronger effect;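 active = inhibition of at least 50% with at least 30 cells and total cytoplasm GFP at most 10,000,000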
KOR beta-arrestin-1 = kappa opioid receptor blockers – cell-based, luminescence, uHTS (AID 1778). KOR beta-arrestin recruitment, luminescence, antagonist mode; higher % means a stronger effect. actives 0.091% (n = 290,000). inhibition, % at 10 µM; hits with a dose series show IC50 in µM; in the data active = inhibition above about 50%; note: strong numbers were not always called active
KOR beta-arrestin-2 = KOR agonists, beta-arrestin recruitment, primary screen, cell-based, luminescence, uHTS (AID 1777); KOR beta-arrestin recruitment, luminescence; higher % means a stronger effect; activation, % at 10 µM; hits with a dose series show EC50 in µM; actives 0.02% (n = 280,000); in the data active = activation above about 50%, passing the limit was not always enough; note: a part of the inactive calls stands beside numbers as strong as those of hits
GPR55 activation = GPR55 agonists via beta-arrestin recruitment, primary screen, imaging, U2OS cells, beta-arrestin-GFP redistribution (AID 1961); U2OS GPR55 beta-arrestin-GFP redistribution imaging; higher % means a stronger effect; activation, % at 10 µM, or EC50 in µM where a hit was titrated; actives 0.048% (n = 290,000);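 active = activation above 40% with more than 50 cells counted in the well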;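 note: U2OS osteosarcoma cells stably expressing GPR55 and beta-arrestin-GFP; plate controls were DMSO negative control for no effect and LPI positive control for full effect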
GPR55 LPI antagonism = inhibition of LPI-stimulated GPR55 beta-arrestin translocation – imaging, U2OS, beta-arrestin-GFP, LPI agonist, primary screen (AID 2013); U2OS GPR55 beta-arrestin-GFP translocation imaging, LPI antagonism; higher % means a stronger effect; inhibition, % at 10 µM; hits with a dose series show IC50 in µM; actives 0.13% (n = 290,000);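 active = spots per cell inhibited over 60%, with over 100 cells counted and total cytoplasm intensity under 500,000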;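 note: U2OS cells stably carrying GPR55 and arrestin-GFP stimulated by 5 µM LPI near EC80; imaged beta-arrestin-GFP aggregate spots per cell after agonist stimulation; plate controls were LPI-stimulated DMSO wells for no effect and DMSO wells without LPI for full effect; some results filed as inactive read as strong as hits; confirmed hits need IC50 under 10 µM and bright autofluorescent wells are also inconclusive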
NOD1 NF-kB reporter = inhibition of NOD1-driven NF-kB reporter – cell-based, luminescence, uHTS, primary screen (AID 1578); NOD1-driven NF-kB luciferase reporter cells, luminescence; higher % means a stronger effect; inhibition, % at 4 µM; hits with a dose series show EC50 in µM; actives 1% (n = 290,000); in the data active = inhibition mostly above about 36%, no sharp cut-off; inactive = mostly below about 34%;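 note: HEK-293T reporter cells stimulated with the NOD1 agonist gamma-tri-DAP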
HIV fusion peptide = cell-free HIV fusion peptide-binding blockers – biochemical, uHTS, fluorescence dequenching, primary screen (AID 1986) | cell-free peptide binding, fluorescence dequenching, 30 min; higher % means a stronger effect | actives 0.3% (n = 290,000) | inhibition, % at 20 µM, or IC50 in µM where a hit was titrated; in the data active = inhibition mostly above about 52%, no sharp cut-off; inactive = mostly below about 76%; note: some results filed as inactive read as strong as hits
Dengue-2 NS5 capping = flavivirus cap methylation enzyme inhibition – biochemical, confirmation dose response, primary screen (AID 588689); Dengue-2 NS5 methyltransferase capping enzyme assay, biochemical; higher % means a stronger effect; inhibition, % at 25 µM, or IC50 in µM where a hit was titrated; actives 0.3% (n = 340,000); in the data active = a potency from the dose series
Dengue-2 NS5 capping pilot replicate = further read-out of Dengue-2 NS5 capping, marked with its call; inhibition, %; measured here: pilot screen replicate inhibition
* hit, by the source's call; nt = no result given; [ ] = another dose, or the depositor's remark. Some of the compounds tested; rates above refer to the full screens.

SMILES	West Nile virus CPE	GPR35 antagonists	KOR beta-arrestin-1	KOR beta-arrestin-2	GPR55 activation	GPR55 LPI antagonism	NOD1 NF-kB reporter	HIV fusion peptide	Dengue-2 NS5 capping	others
c1ccc(-c2csc3ncnc(NCCCN4CCOCC4)c23)cc1	-0.7%	9%	-7%	-6.7%	0.3%	-9%	10%	-0.7%	-3%
CCOC(=O)C(C)/C(C)=N\Nc1ccc([N+](=O)[O-])cc1[N+](=O)[O-] (stereo unspecified)	-1.5%	8%	9%	1.8%	2.0%	-6%	-20%	-3.6%	-11%
CCOC(=O)C1=C(CSCC(=O)OC)NC(=O)NC1c1cc(C)ccc1C (stereo unspecified)	0.1%	6%	0%	-0.1%	-0.2%	11%	-9%	-2.2%	-5%
CC/C(=N\NC(=S)Nc1cccc(C)c1)c1ccccc1	0.2%	29%	0%[20 µM]	nt	-0.1%	14%	48%*	-3.9%	2%
CCCCNC(=O)N1CCN(C/C=C/c2ccccc2)CC1	-0.5%	-6%	-27%[20 µM]	-1.8%	-0.1%	7%	-16%	-2.2%	2%
COc1ccc(-n2nnc3c(=O)n(CC(=O)Nc4cc(C)on4)cnc32)cc1OC	0.4%	1%	8%	-4.2%	1.0%	1%	-3%	-3.3%	-4%
O=C1/C(=C\c2ccco2)SC(=S)N1C1CCS(=O)(=O)C1 (stereo unspecified)	-0.6%	15%	-8%	0.7%	-0.1%	-1%	-14%	41%	nt
C[C@@H]1CN(C2CCN(Cc3nc(CC4CC4)no3)CC2)C[C@H](C)O1	-0.2%	9%	-47%[20 µM]	nt	1.0%	6%	-22%	-0.8%	nt
COc1ccc(Nc2cc(C(=O)NCCCN3CCN(C)CC3)c3ccccc3n2)cc1OC	-1.1%	-9%	25%	-1.7%	-0.3%	-23%	13%	1.5%	-3%
COc1ccc(-c2nc(C)sc2CC(=O)O)cc1	0.3%	-5%	-6%	-8.2%	-0.1%	9%	12%	1.2%	-3%
Cn1c(=O)oc2cc(S(=O)(=O)Nc3cccc([N+](=O)[O-])c3)ccc21	-0.3%	-5%	24%	-3.1%	-0.3%	-10%	-12%	-1.7%	3%
CC1CCc2nn(CC(=O)NCCCN3CCCC3=O)cc2C1 (stereo unspecified)	0.6%	-6%	-27%	7.3%	-0.1%	-9%	-12%	-0.5%	-4%
O=c1c2cnn(-c3ccc(F)cc3)c2ncn1Cc1ccccn1	-1.6%	-3%	-1%	-1.8%	-0.3%	3%	-10%	34%	nt
Cc1[nH][nH]c(=O)c1C=Nc1ccc(C(F)(F)F)cc1	0.1%	12%	-27%	0.9%	0.3%	0%	-54%	-1.0%	-4%
O=C(CNC(=O)c1cccs1)N=Nc1c(O)[nH]c2ccc(Br)cc12	-0.6%	0%	32%	-2.9%	0.2%	4%	-14%	-1.3%	-3%
O=C(Nc1cccc(F)c1)Nc1cccc(Cl)c1	-2.1%	6%	-4%[20 µM]	-1.2%	0.0%	1%	-50%	5.1%	-3%	Dengue-2 NS5 capping pilot replicate=1.2
CCOc1ccc(C(=O)NC(=S)NCCCN2CCOCC2)cc1	-0.3%	-7%	-4%	8.9%	0.2%	3%	-34%	1.9%	-1%
COc1ccc(CC(=O)NCCc2cnc[nH]2)cc1	1.4%	-6%	-5%	0.3%	0.5%	3%	-8%	0.1%	-3%
CC(C)NC(=O)COC(=O)CNC(=O)c1cc(Cl)cc([N+](=O)[O-])c1	0.1%	-11%	11%	-4.4%	0.2%	7%	-20%	-2.4%	-4%
Cc1c(NC(=O)C2CCCN2S(=O)(=O)c2ccc(Cl)cc2)c(=O)n(-c2ccccc2)n1C (stereo unspecified)	-1.0%	-20%	7%	2.8%	0.1%	8%	6%	1.1%	-2%
COc1ccccc1/C=C/C(=O)NCC(=O)N1CCC(N(C)C2CCCC2)CC1	-0.5%	-8%	15%	11%	0.5%	-6%	-6%	0.8%	-7%
COc1ccc([N+](=O)[O-])cc1NC(=O)CSc1ccccc1	0.0%	-3%	4%	-0.6%	0.2%	5%	nt	0.8%	-6%
O=C(O)c1ccc(CSc2nnc(-c3ccncc3)n2-c2ccc(Br)cc2)cc1	0.3%	-6%	-7%[20 µM]	-1.4%	-0.1%	0%	-14%	-1.2%	-2%
Cc1ccc(NC(=O)O/N=C/c2cccc([N+](=O)[O-])c2)cc1	-0.1%	-5%	3%[20 µM]	-4.5%	0.2%	4%	-28%	-0.8%	-7%
COc1ccc(Cc2nc3ccc(C(=O)NCCCSC)cc3o2)cc1OC	-0.2%	4%	-38%[20 µM]	-0.9%	0.1%	1%	-66%	0.2%	-11%
CC(=O)Oc1ccc(/C=C2\N=C(C3CCCCC3)OC2=O)cc1	1.0%	12%	-1%	0.4%	-0.7%	7%	-30%	1.3%	4%
O=C(O)C1CCCN1c1ncnc2c1oc1ccccc12 (stereo unspecified)	0.2%	-8%	22%	-3.3%	0.1%	0%	-31%	-1.8%	-13%
CCCc1cc(=O)[nH]c(SCC(=O)c2cc(C)n(C3CC3)c2C)n1	0.1%	5%	-16%	1.0%	-0.1%	3%	-6%	0.6%	0%
CC(=C/c1ccc(C(C)C)cc1)/C=N/NC(=O)Cn1nnnc1N	-0.3%	20%	2%	-1.7%	0.1%	0%	2%	-0.4%	-11%
Cc1cccc(C)c1NC(=O)C(C)N1CCCC1 (stereo unspecified)	0.3%	9%	10%	7.5%	-0.1%	-5%	5%	0.1%	1%
Cc1ccc(-c2noc(CN(C(=O)c3cccc(Br)c3)C(C)C)n2)cc1	-0.6%	-23%	18%	3.0%	-0.1%	6%	7%	13%	-8%
O=C(/C=C/c1cccs1)N1CCC2(CC1)Oc1ccc(F)cc1C(=O)C21CC(c2ccc(Cl)cc2)=NO1 (stereo unspecified)	0.3%	-7%	18%	-1.4%	-0.1%	5%	1%	-0.9%	5%
Cc1ccc(S(=O)(=O)NC(=O)Nc2cc(C(C)(C)C)on2)cc1	-0.1%	-3%	10%	4.1%	-0.2%	5%	-10%	0.1%	nt
O=c1[nH]nc(SCc2nnc(-c3cccc(Cl)c3)o2)n1C1CCCCC1	-0.6%	0%	nt	0.7%	-0.2%	1%	2%	-1.4%	-5%
C/C(CC1CC(C)(C)OC1=O)=N\NC(N)=S (stereo unspecified)	0.1%	9%	2%	1.5%	0.5%	0%	-4%	-1.4%	nt
O=C(COC(=O)COc1ccc(Br)cc1)Nc1cccnc1Cl	-0.4%	-3%	-69%	0.1%	0.3%	7%	3%	-0.4%	nt
O=S(=O)(Nc1ccc2c(c1)OCCO2)c1ccc(F)c(F)c1	-0.5%	0%	-59%	1.7%	0.0%	5%	-19%	2.4%	-1%
CC(C)(C)Nc1nc(NCc2cccnc2)nc(N2CCOCC2)n1	-0.5%	-5%	-29%	2.6%	-0.2%	4%	-35%	0.0%	-8%
O=C(Nc1ccncc1)c1cccc2ccccc12	0.2%	-7%	-8%	3.3%	-0.2%	1%	-13%	1.3%	12%
CCn1c(SCC(=O)NCc2ccc3c(c2)OCO3)nnc1-c1ccco1	-0.4%	7%	2%	1.5%	0.5%	4%	-64%	-0.1%	0%
COc1ccc(CCN(C)C(=O)C2CCN(Cc3ccc(C)cc3)CC2)cc1OC	-1.2%	15%	-33%[20 µM]	-8.9%	0.0%	7%	-12%	2.5%	8%
COCCNC(=O)C(c1ccc(C)o1)N(C(=O)c1snc(C(N)=O)c1N)c1cc(C)cc(C)c1 (stereo unspecified)	-0.1%	0%	-15%	-0.4%	-0.6%	-11%	2%	-0.7%	0%
COC(=O)CCCCCN1C(=O)NC(c2ccc(-c3ccccc3)cc2)C(C(=O)OCc2ccccc2)=C1C (stereo unspecified)	0.5%	5%	-7%	1.4%	-0.1%	2%	-19%	1.8%	nt
O=C(Oc1cccccc1=O)c1ccccc1	-0.4%	11%	15%[20 µM]	-3.9%	-0.1%	-5%	-37%	0.9%	4%
CC(=O)c1cc(C(=O)N2CCc3c([nH]c4ccccc34)C2C2CCCCC2)[nH]n1 (stereo unspecified)	-0.1%	-9%	-44%[20 µM]	-10%	0.5%	8%	-19%	3.4%	-14%
O=C(CNC(=O)Cc1ccccc1)NCC(=O)OCc1ccccc1	0.4%	2%	-16%	5.1%	-2.3%	-1%	15%	-3.2%	2%
CSc1nc2sc3c(c2c(=O)n1C)CCC(C)C3 (stereo unspecified)	-0.1%	14%	-9%	12%	-0.1%	-6%	3%	3.1%	-1%
Cn1c(SCC(=O)N/N=C/c2ccc(O)c(O)c2)nc2ccccc21	0.2%	-2%	-7%	-2.4%	-0.2%	9%	-5%	10%	2%
Cc1ccc(NC(=O)c2scc3c2CCCC3)cc1	-0.2%	-13%	28%	2.4%	-0.2%	2%	-66%	-2.6%	-4%
CC(C)OC(=O)CC1C(=O)NCCN1C(=S)NC(=O)CCc1ccccc1 (stereo unspecified)	0.4%	-4%	-31%	-6.5%	0.2%	-6%	-30%	2.2%	-5%
CC1CN(CCCCOc2ccc(Cl)c3ccccc23)CC(C)O1 (stereo unspecified)	-0.7%	21%	-61%[20 µM]	1.5%	-0.4%	6%	nt	-1.0%	-8%
O=C(COC(=O)c1cccs1)Nc1ccccc1C(F)(F)F	1.3%	5%	8%[20 µM]	nt	0.0%	7%	-15%	1.5%	-7%
CC(C)(C)OC(=O)CNC(=O)c1[nH]cnc1C(=O)N[C@@H](Cc1ccccc1)C(=O)OCc1ccccc1	0.5%	-8%	-72%[20 µM]	0.4%	-0.2%	4%	10%	0.1%	-9%
N#CC1=C(SCc2ccccc2)NC(=O)CC1c1ccccc1 (stereo unspecified)	-0.5%	3%	-39%	-1.8%	-0.4%	4%	-8%	-0.4%	1%
CCOC(=O)CNC(=O)CSc1nc2sc(C)c(C)c2c(=O)n1C	0.5%	10%	-2%	10%	-0.2%	12%	14%	1.1%	-1%
CC(=O)N(CCS(=O)(=O)c1ccc(Cl)cc1)Cc1cccs1	-0.7%	0%	15%	-1.6%	-0.1%	7%	2%	-0.1%	-3%
Cc1cc([N+](=O)[O-])nn1CC(=O)NCc1ccccc1	-0.4%	7%	-1%	-6.6%	-0.2%	-12%	-20%	-1.5%	-3%

Gathered by group: the entries above containing a COOH group
SMILES	West Nile virus CPE	GPR35 antagonists	KOR beta-arrestin-1	KOR beta-arrestin-2	GPR55 activation	GPR55 LPI antagonism	NOD1 NF-kB reporter	HIV fusion peptide	Dengue-2 NS5 capping	others
COc1ccc(-c2nc(C)sc2CC(=O)O)cc1	0.3%	-5%	-6%	-8.2%	-0.1%	9%	12%	1.2%	-3%
O=C(O)c1ccc(CSc2nnc(-c3ccncc3)n2-c2ccc(Br)cc2)cc1	0.3%	-6%	-7%[20 µM]	-1.4%	-0.1%	0%	-14%	-1.2%	-2%
O=C(O)C1CCCN1c1ncnc2c1oc1ccccc12 (stereo unspecified)	0.2%	-8%	22%	-3.3%	0.1%	0%	-31%	-1.8%	-13%
